Screening results: PubChem BioAssay, The Scripps Research Institute Molecular Screening Center
PG9 binder: PG9 antibody binding by small molecule; inhibition, % at 6.7 µM; 0.43% of 360,000 active; AID 624416; TR-FRET gp120-PG9 antibody binding; in the data active means inhibition above about 8.5%
UHRF1 MBD2 ctr: blocks human UHRF1 binding to methylated DNA | UHRF1 binding to methylated oligo, TR-FRET | inhibition, % at 4.4 µM | 0.75% of 370,000 active | AID 687016; in the data active means inhibition above about 21%;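 further: UHRF1 SRA domain binding a hemimethylated CpG hairpin DNA probe; 0% = median of test compound wells and 100% = reference inhibitor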
TCR CD3 inh: blocks the human TCR-CD3 interaction; TAMRA-labeled TCR probe fluorescence, biochemical; inhibition, % at 9.4 µM; 0.37% of 360,000 active; AID 651800; in the data active means inhibition above about 19%;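 further: recombinant mutant TCR 2C K166C tagged with TAMRA read by polarization; 0% = receptor in buffer alone and 100% = receptor with positive control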
mABHD4 FP: inhibitors of mouse ABHD4; Q8VD66; purified mABHD4, FP-Rh probe fluorescence polarization; inhibition, % at 8.92 µM; 0.54% of 370,000 active; AID 720543;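 active means inhibition exceeding the mean over every tested compound plus 3 SD, cut at about 30% in these data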;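 further: 0% = plate median of compound wells and 100% = S159A mutant with DMSO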
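Assay system: mABHD4 protein; medium: HEPES pH 7.0, NaCl, Pluronic buffer; dosing: 8.92 µM, single dose; schedule: 45 min + 60 min at 25 °C; signal: FP readout, ex 525 nm / em 598 nm; read-out: normalized percent inhibition of probe labeling; repeats: single replicate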
TDP2 inh: blocks human TDP2 phosphodiesterase activity. O95551. inhibition, % at 12.8 µM. AID 720702. recombinant TDP2, T5PNP hydrolysis, p-nitrophenol absorbance 415 nm. 0.34% of 370,000 active;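 active means inhibition above the mean of all tested compounds plus 3 SD, set per campaign, cut at about 25% in these data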;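 further: 0% = DMSO with enzyme and 100% = buffer with substrate but no TDP2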
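Assay system: Recombinant human TDP2 | Quantity: 120 nM TDP2 per well | Incubation: 2 h at 37 °C | Signal: Epi absorbance | Evaluation: Percent inhibition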
LEDGF integ inh: blocks HIV-1 LEDGF/p75-dependent DNA integration; 0.64% of 370,000 active; inhibition, % at 3.7 µM; TR-FRET IN-LEDGF/p75 DNA integration, Eu/Cy5;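 active means inhibition above the screen-wide mean plus 3 SD, cut at about 13% in these data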;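 further: signal is the Cy5 over europium emission ratio at 671 and 618 nm; 0% = plate median of compound wells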
HTRA1 inhibitor: inhibitors of human serine peptidase HTRA1; inhibition, % at 5.96 µM; Q92743; recombinant HTRA1, FP-rhodamine activity-based probe, fluorescence polarization; AID 504803; 0.5% of 340,000 active; in the data active means inhibition above about 36%;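 further: 0% = enzyme with DMSO and 100% = wells lacking enzyme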
Target sequence (Q92743 whole entry, looked up): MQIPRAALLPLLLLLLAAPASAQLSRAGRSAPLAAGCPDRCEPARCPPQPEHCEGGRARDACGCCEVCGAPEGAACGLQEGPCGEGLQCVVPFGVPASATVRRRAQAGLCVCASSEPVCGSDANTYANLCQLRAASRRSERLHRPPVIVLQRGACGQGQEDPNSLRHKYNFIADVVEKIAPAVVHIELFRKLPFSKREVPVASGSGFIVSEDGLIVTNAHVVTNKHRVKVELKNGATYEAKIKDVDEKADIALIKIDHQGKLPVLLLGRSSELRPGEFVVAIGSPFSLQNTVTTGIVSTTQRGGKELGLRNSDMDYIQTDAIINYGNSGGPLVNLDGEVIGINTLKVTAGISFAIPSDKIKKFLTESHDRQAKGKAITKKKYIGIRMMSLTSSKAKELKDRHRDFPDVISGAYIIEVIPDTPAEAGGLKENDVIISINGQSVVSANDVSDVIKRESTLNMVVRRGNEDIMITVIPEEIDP
PRMT1 inh: blocks human protein arginine methyltransferase 1; recombinant PRMT1, activity-based probe fluorescence polarization; inhibition, % at 2.79 µM; 1.3% of 370,000 active;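 active means inhibition above about 21% made by adding two undisclosed values, limit read from the data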
Target sequence (Q99873 whole entry, looked up): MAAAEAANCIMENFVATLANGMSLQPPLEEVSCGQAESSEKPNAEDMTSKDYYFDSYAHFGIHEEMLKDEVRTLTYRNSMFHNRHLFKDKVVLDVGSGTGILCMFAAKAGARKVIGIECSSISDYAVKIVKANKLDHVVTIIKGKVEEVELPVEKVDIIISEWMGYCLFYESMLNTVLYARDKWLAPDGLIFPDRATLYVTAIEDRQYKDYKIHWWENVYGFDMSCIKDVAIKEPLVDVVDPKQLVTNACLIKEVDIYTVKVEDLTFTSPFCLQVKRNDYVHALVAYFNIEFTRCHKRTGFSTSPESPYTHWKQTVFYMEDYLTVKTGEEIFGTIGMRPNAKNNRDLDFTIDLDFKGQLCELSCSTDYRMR
SIAE inh: human SIAE inhibition, primary screen; SIAE FP-Rh probe binding, fluorescence polarization; inhibition, % at 9.66 µM; 0.69% of 370,000 active; AID 1053197;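 active means inhibition above a cutoff: mean of compounds within the control limits plus 3 SD of those, cut at about 17% in these data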;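 further: 0% = plate median of compound wells and 100% = probe without SIAE protein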
Tn7 DDE FP: DD(E)-Tn7 binding inhibition, primary FP screen | FP displacement of FITC-Tn7 peptide from fibrin DD(E); 0% = median of compound wells per plate | 0.13% of 370,000 active | inhibition, % at 8.3 µM;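 active means inhibition above the mean of compounds falling within the control limits plus 3 SD of them, cut at about 14% in these data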;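 further: 0% = plate median of compound wells and 100% = 10 µM Aha-Tn7 peptide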
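Assay system: Human fibrin DD(E) protein | Medium: Tris buffer with calcium and detergent, pH 7.8 | Reagent: 0.1 µM fluorescent Tn7 | Compound dosing: Single point at 8.3 µM | Times: 10 min preincubation, 3 h with tracer, room temperature | Detection: Fluorescence polarization of the labelled Tn7 tracer | Controls: Aha-Tn7 high control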
An asterisk follows results filed as active; / = not tested or not shown.

SMILES	PG9 binder	UHRF1 MBD2 ctr	TCR CD3 inh	mABHD4 FP	TDP2 inh	LEDGF integ inh	HTRA1 inhibitor	PRMT1 inh	SIAE inh	Tn7 DDE FP
COc1ccc(NC(=O)CNc2ccc(OC)c(S(=O)(=O)N3CCOCC3)c2)cc1	-2.2	0	1	4	-14	-3	-1	-1	7	2
CCn1c(=O)c2[nH]c(Cl)nc2n(CC)c1=O	-1.8	-30	0	2	13	-2	3	0	-2	5
CCOC(=O)C1=C(COc2ccccc2)NC(=O)NC1c1ccc(Cl)cc1 (configuration not stated)	-0.7	3	-4	-20	-2	2	-30	1	1	2
Cc1ccc(C(=O)N2CCC(C(=O)NCc3cccnc3)CC2)cc1	-0.8	1	-3	5	-8	1	9	-1	0	-5
O=C1c2ccccc2C(=O)N1CCc1c(-c2[nH]c3ccccc3c2CCN2C(=O)c3ccccc3C2=O)[nH]c2ccccc12	0.1	1	-3	-3	-1	-2	-12	-3	-3	-6
COc1ccc(OC)c(C2C3CN(C(C)C)CC=C3C(C#N)=C(N)C2(C#N)C#N)c1 (configuration not stated)	-1.8	-5	4	8	6	1	-7	16	-4	-2
CCCN(CC(=O)Nc1ccccc1C)C(=O)Cc1c(C)nc2ccccc2c1C	0.0	0	6	2	2	0	1	0	-9	-4
CCOC(=O)c1sc2ccccc2c1OC(=O)c1ccccc1OC	-4.3	0	-4	-12	5	2	-37	-2	-1	-7
CCC1SC(CC)C(=O)N(CC(=O)NCc2ccc(F)cc2)C1=O (configuration not stated)	0.3	-3	7	-5	12	6	2	-2	4	3
Cc1ccccc1-c1nn(-c2ccc(F)cc2F)cc1CNCCCN(C)C	-0.4	-2	12	2	-2	-2	4	-3	18*	-5
COc1ccc(-n2c(-c3cccc(C)c3[N+](=O)[O-])n[nH]c2=S)cc1	-0.2	-2	10	0	3	-2	8	0	8	2
CC(=O)c1ccc(S(=O)(=O)N2CCN(C(=O)c3ccc(COc4ccccc4)o3)CC2)cc1	-0.4	1	-3	-2	8	3	-10	5	0	-5
N#Cc1ccc(-c2nc3c4ccccc4ccn3c2Cc2ccccc2C(F)(F)F)cc1	-2.2	-3	-18	-28	-3	2	/	6	-26	2
CC(O)(c1ccc(F)c(F)c1)c1nc(/C=C/c2ccc(C(F)(F)F)cc2)cs1 (configuration not stated)	-1.7	-1	8	-79	-9	1	/	-2	-23	7
CCc1cc2c(CN3CCN(C)CC3)cc(=O)oc2cc1O	0.1	-1	-1	-4	-2	-4	2	-3	4	0
NNC(=O)COc1ncn(-c2ccccc2)n1	-1.6	-1	-6	0	-7	7	-7	0	6	4
Cc1ccccc1OCC(=O)N/N=C/c1ccccn1	-1.5	-3	1	0	3	1	2	0	9	2
CNc1cc(-c2cnn(CC(C)C)c2)ncn1	-1.6	1	9	-3	-1	2	/	-3	3	-7
CC1(C)SC(=S)N(NC(=O)Nc2cccc3ccccc23)C1N(O)C(=O)Nc1ccccc1 (configuration not stated)	-3.5	2	3	-35	-2	-3	-38	-2	-35	6
O/N=C/c1ccnc(SCc2ccc(Cl)cc2)n1	-1.6	2	0	-33	-15	2	-21	-6	-20	-2
CC(C)Cc1csc(NC(=O)c2ccc(F)cc2)c1C(=O)O	-1.4	-3	5	13	-3	3	-6	-1	3	2
O=C(COc1cccc2cccnc12)Nc1ccccc1N1CCOCC1	-1.0	-1	4	1	10	-4	5	2	-2	-1
O=C(NC(NNc1ccc([N+](=O)[O-])cc1)(C(F)(F)F)C(F)(F)F)c1ccccc1Cl	-1.6	-2	8	-19	-3	-2	-48	4	-10	4
CN1CCN(c2ccc([N+](=O)[O-])cc2/C=N/NC(=O)c2ccc(F)cc2)CC1	0.8	-6	0	1	11	5	-5	-2	3	8
CC#CCCC(=O)N1C=Cc2ccccc2C1C#N (configuration not stated)	-0.8	1	1	7	3	1	1	-2	0	-4

Arranged by molar mass (rising): some entries from above
SMILES	PG9 binder	UHRF1 MBD2 ctr	TCR CD3 inh	mABHD4 FP	TDP2 inh	LEDGF integ inh	HTRA1 inhibitor	PRMT1 inh	SIAE inh	Tn7 DDE FP
CNc1cc(-c2cnn(CC(C)C)c2)ncn1	-1.6	1	9	-3	-1	2	/	-3	3	-7
NNC(=O)COc1ncn(-c2ccccc2)n1	-1.6	-1	-6	0	-7	7	-7	0	6	4
CC(C)Cc1csc(NC(=O)c2ccc(F)cc2)c1C(=O)O	-1.4	-3	5	13	-3	3	-6	-1	3	2
Cc1ccc(C(=O)N2CCC(C(=O)NCc3cccnc3)CC2)cc1	-0.8	1	-3	5	-8	1	9	-1	0	-5
CCC1SC(CC)C(=O)N(CC(=O)NCc2ccc(F)cc2)C1=O (configuration not stated)	0.3	-3	7	-5	12	6	2	-2	4	3
COc1ccc(OC)c(C2C3CN(C(C)C)CC=C3C(C#N)=C(N)C2(C#N)C#N)c1 (configuration not stated)	-1.8	-5	4	8	6	1	-7	16	-4	-2
CC(O)(c1ccc(F)c(F)c1)c1nc(/C=C/c2ccc(C(F)(F)F)cc2)cs1 (configuration not stated)	-1.7	-1	8	-79	-9	1	/	-2	-23	7
COc1ccc(NC(=O)CNc2ccc(OC)c(S(=O)(=O)N3CCOCC3)c2)cc1	-2.2	0	1	4	-14	-3	-1	-1	7	2
O=C1c2ccccc2C(=O)N1CCc1c(-c2[nH]c3ccccc3c2CCN2C(=O)c3ccccc3C2=O)[nH]c2ccccc12	0.1	1	-3	-3	-1	-2	-12	-3	-3	-6

The list goes on:
SMILES	PG9 binder	UHRF1 MBD2 ctr	TCR CD3 inh	mABHD4 FP	TDP2 inh	LEDGF integ inh	HTRA1 inhibitor	PRMT1 inh	SIAE inh	Tn7 DDE FP
CCOc1ccc(NC(=S)NC(=O)c2c(Cl)cnn2CC)c([N+](=O)[O-])c1	-2.6	-2	-5	4	-12	0	0	1	-2	4
CCCCc1ccc(NC(=S)Nc2ccc(Cl)c(S(=O)(=O)N(C)C)c2)cc1	-0.7	1	-1	-2	-4	0	-8	-2	-4	-6
CCN(C(=O)CSc1nnc(-c2ccc3c(c2)OCO3)o1)C1CCS(=O)(=O)C1 (configuration not stated)	-0.9	0	-5	3	10	0	-1	-1	1	-5
Nc1ccc(-c2cc(N)n(-c3ccccc3)n2)cc1	-0.8	-7	6	7	6	0	4	-2	1	-1
COc1ccccc1NC(=O)N1CCN(S(C)(=O)=O)CC1	-5.9	3	-2	-6	-10	3	-1	-2	-8	0
O=C(/C=C/c1cccs1)NC(=S)Nc1ccc(C(=O)O)cc1	1.2	5	-5	-13	-13	-3	0	6	-7	2
O=C(c1cccc([N+](=O)[O-])c1)n1nc(-c2ccccc2)nc1NCc1ccccc1	-0.6	2	-3	0	3	0	2	-2	1	1
Cc1ccc(N=Cc2cccc(O)c2O)c(C)c1	-0.7	-3	10	49*	11	31*	84*	20	20*	0
CC/C(C)=N/NC(=S)NCc1ccco1	0.5	1	-5	0	-7	-3	0	4	7	8
COc1ccc(-c2oc(=O)c3cc(OC)c(OC)cc3c2/C=C/c2ccc(F)cc2)cc1	-0.1	0	-8	-1	4	-2	-19	2	1	3
COC(=O)C1=C(C(=O)OC)[C@@H]2N(Cc3ccccc3)c3ccccc3[C@@]23C[C@@H](C(=O)OC)N(C(C)=O)C3=N1	-0.3	-3	-1	-8	-2	0	-6	2	0	-4
CCCNC(=O)Cn1c(=O)oc2ccccc21	3.4	0	4	-1	0	-3	7	-1	-4	-7
Oc1ccc(N2CCN(Cc3cc4c(cc3Br)OCCO4)CC2)cc1	1.7	-4	6	34*	-3	2	18	23*	10	0
Cc1ccc(CS(=O)Cc2ccc(C(=O)N3CCN(c4ccccc4)CC3)o2)cc1 (configuration not stated)	-1.4	0	2	6	5	-2	-1	-2	5	8
CN1OC[C@@H]2CN(Cc3ccc(Cl)cc3)[C@H](c3cccc(Br)c3)C[C@@H]21	-3.9	0	4	-8	-6	-3	-21	-1	2	2
CCc1sc(N(C(=O)Cc2ccccc2)c2cccc(F)c2)nc1-c1ccc(C)cc1	0.2	-1	3	3	-4	-1	0	-3	-2	-10
O=S(=O)(c1ccc(Oc2ccc(F)c(Cl)c2)nc1)N1CCOCC1	1.1	1	1	-1	-6	0	-8	6	2	1
O=C(C#Cc1ccccc1)c1cccc([N+](=O)[O-])c1	-2.7	-2	-1	-10	2	-2	-11	16	7	-3
CSc1ccccc1NC(=O)CN(C)Cc1cc(=O)n2ccsc2n1	-2.1	-1	-6	0	1	-1	5	-3	-2	-1
CCOC(=O)c1sc(N2C(=O)C(O)=C(C(=O)c3ccco3)C2c2cccc([N+](=O)[O-])c2)nc1C (configuration not stated)	-0.7	1	-2	-68	3	-2	-47	3	-29	4
N#Cc1nc(-c2cccc(Cl)c2)oc1NCc1cccnc1	0.7	2	-1	-4	-13	2	-22	0	5	-4
S=c1[nH]nc(-c2ccc(Cl)cc2)n1/N=C/c1ccco1	-0.6	-2	3	4	9	-3	2	5	0	-2
O=C(Nc1ccccc1Oc1ccccc1)NC1CCCCN(Cc2cccc(Cl)c2)C1=O (configuration not stated)	/	-3	/	-2	-7	7	/	-2	-1	2
COc1ccc(C2(NC(C)=O)CCN(C(=O)c3cccs3)CC2)cc1	1.3	1	-7	7	-3	-1	-1	0	-5	5
Cc1ccc(C(=O)N/N=C/c2ccc(-c3cccc(C(F)(F)F)c3)o2)cn1	-2.4	2	-4	-5	-3	2	6	-2	-1	0
(next part)
SMILES	PG9 binder	UHRF1 MBD2 ctr	TCR CD3 inh	mABHD4 FP	TDP2 inh	LEDGF integ inh	HTRA1 inhibitor	PRMT1 inh	SIAE inh	Tn7 DDE FP
O=S(=O)(CCN1CCN(c2ccccn2)CC1)c1ccc(Cl)cc1Cl	0.6	2	-8	-1	-6	-5	-4	7	-4	-4
Cc1ccccc1NC(=O)C1CCCN(c2ncnc3onc(-c4ccc(F)cc4)c23)C1 (configuration not stated)	-2.1	-1	8	5	-2	-2	-1	-1	3	4
CCOC(=O)C(=O)Nc1ccc(F)cc1	-1.4	-1	-2	-3	-12	0	-1	2	-3	-3
CCn1c(SCC(=O)Nc2cc(NC(C)=O)ccc2OC)nnc1-c1ccncc1	1.1	3	-6	-9	0	4	/	1	-7	-2
O=C(O)CSCC(=O)NCc1ccccc1Cl	0.6	2	-1	-1	4	2	0	-3	3	4
COc1ccc(N2C(=O)c3ccccc3NC23CCCCC3)cc1	0.3	-2	-5	-2	7	1	-2	-5	5	2
O=C(NCc1cccnc1)C1CCC(c2ccc(Cl)cc2)CC1 (configuration not stated)	-1.6	-4	1	-2	3	-2	-8	-2	-2	5
Nc1nc(Nc2cccc(F)c2)nc2ccccc12	1.7	1	2	-18	-12	2	-21	1	2	0
O=C(NN1CCOCC1)c1cccc(Cl)c1	1.6	-1	2	7	4	-1	-1	-3	8	6
FCCCOc1ccc(CN2CCN(c3ccccc3F)CC2)cc1	1.9	0	7	3	10	3	1	-2	2	5
FC(F)(F)c1cccc(NC(=S)NCC(c2cccnc2)N2CCOCC2)c1 (configuration not stated)	-2.1	1	-2	3	7	2	4	0	0	-3
COc1ccc(S(=O)(=O)NCCCCNS(=O)(=O)c2ccc(OC)cc2)cc1	-2.8	2	3	2	-2	-2	-8	1	-3	0
